SSB-PriA inh: blocks PriA binding to SSB C-terminal tail; AlphaScreen SSBct-PriA binding, biotinylated peptide; inhibition, % at 33 µM; AID 1272365; actives 0.6% (n = 430,000); in the data active = inhibition mostly above about 37%, no sharp cut-off; inactive = mostly below about 20%;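 note: plate controls were negative control peptide for no effect and reference peptide for full effect; strong numbers were not always called active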
Mtb UGM inh: Mtb UDP-galactopyranose mutase inhibition; P9WIQ1; actives 0.06% (n = 320,000); inhibition, % at 10 µM; purified UGM, fluorescence polarization probe displacement; in the data active = inhibition above about 10%, passing the limit was not always enough
Target sequence (P9WIQ1 whole entry, looked up): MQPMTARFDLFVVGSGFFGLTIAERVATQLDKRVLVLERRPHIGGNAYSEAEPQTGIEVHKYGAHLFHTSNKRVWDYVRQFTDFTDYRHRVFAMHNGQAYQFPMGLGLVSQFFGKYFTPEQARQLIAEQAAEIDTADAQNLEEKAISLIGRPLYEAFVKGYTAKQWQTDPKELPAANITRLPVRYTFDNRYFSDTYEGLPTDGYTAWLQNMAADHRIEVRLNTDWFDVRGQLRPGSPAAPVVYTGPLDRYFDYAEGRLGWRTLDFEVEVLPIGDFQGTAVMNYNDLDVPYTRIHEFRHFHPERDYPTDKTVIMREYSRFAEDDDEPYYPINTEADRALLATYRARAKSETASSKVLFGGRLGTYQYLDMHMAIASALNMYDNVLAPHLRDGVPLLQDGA
MazF activator: increases E. coli MazEF RNase cleavage of RNA. P0AE70. FAM/BHQ RNA-DNA oligo cleavage fluorescence, 5 h. activation, % at 20 µM. actives 0.32% (n = 350,000); in the data active = activation above about 50%
Target sequence (P0AE70 whole entry, looked up): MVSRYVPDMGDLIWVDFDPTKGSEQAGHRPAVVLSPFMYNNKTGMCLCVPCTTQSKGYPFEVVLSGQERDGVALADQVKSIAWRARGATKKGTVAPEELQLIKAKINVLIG
GDH-TPI counter: inhibits GDH-TPI coupling enzymes, artifact for Mtb FBA screen | GDH-TPI coupled enzyme counterscreen, NADH absorbance | inhibition, % at 4.8 µM | actives 1.2% (n = 360,000); in the data active = inhibition above about 30%;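 note: 0% = DMSO wells and 100% = wells lacking the enzyme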
3CLpro inhibitor: SARS-CoV 3CLpro protease inhibition | P0C6X7 | recombinant SARS-CoV 3CLpro, quenched FRET peptide cleavage | inhibition, % at 6 µM | actives 0.14% (n = 290,000) | AID 1706; in the data active = inhibition above about 12%
Vc quorum ag: inducers of Vibrio cholerae quorum light production without autoinducers | V. cholerae BH1578 lux reporter, luminescence, 6 h | activation, % at 18.7 µM | actives 0.16% (n = 350,000) | AID 588436; in the data active = activation mostly above about 9.7%, no sharp cut-off; note: not every result past the cut was called active; inactives centre near 0; reference of the scale not given here
Rv3671c protease: inhibitors of M. tuberculosis serine protease Rv3671c; inhibition, % at 5.96 µM; AID 2606; actives 0.048% (n = 320,000); in the data active = inhibition above about 38%;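 note: extracellular domain of Rv3671c used as enzyme; 0% = enzyme with DMSO and 100% = no enzyme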
Target sequence (P9WHR9 whole entry, looked up, the tested form may be a part): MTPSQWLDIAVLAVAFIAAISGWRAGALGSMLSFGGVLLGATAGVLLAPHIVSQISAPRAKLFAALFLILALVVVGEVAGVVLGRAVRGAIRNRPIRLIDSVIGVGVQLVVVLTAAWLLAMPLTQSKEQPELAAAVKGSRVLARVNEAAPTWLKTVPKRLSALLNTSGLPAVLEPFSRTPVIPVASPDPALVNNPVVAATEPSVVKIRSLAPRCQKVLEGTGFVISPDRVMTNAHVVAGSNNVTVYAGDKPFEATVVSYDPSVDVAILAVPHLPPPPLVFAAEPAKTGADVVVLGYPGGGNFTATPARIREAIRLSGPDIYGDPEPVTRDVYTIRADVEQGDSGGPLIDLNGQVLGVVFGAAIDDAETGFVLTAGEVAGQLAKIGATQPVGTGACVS
DUSP3 inh: inhibitors of human VHR1 phosphatase (DUSP3); recombinant VHR phosphatase, pNPP absorbance; inhibition, % at 13.3 µM; P51452; actives 0.52% (n = 290,000); in the data active = inhibition above about 50%; note: some compounds called inactive have numbers as strong as hits
BioA inh: inhibitors of Mycobacterium tuberculosis BioA enzyme | purified M. tuberculosis BioA enzyme, plate reader | inhibition, % at 9.99 µM | AID 602481 | actives 0.096% (n = 360,000); in the data active = inhibition above about 40%
FBA Mtb inh: inhibitors of M. tuberculosis fructose-bisphosphate aldolase | P9WQA3 | purified M. tuberculosis FBA, fluorescence read-out | inhibition, % at 1 µM | actives 2.3% (n = 360,000) | AID 588726; in the data active = inhibition above about 27%;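 note: 0% = vehicle and 100% = reference inhibitor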
Starred values were filed as active, the others as inactive; i = inactive; . = not tested or not shown; & = joins results of further samples.

Sample of the layout, 4 compounds:
SMILES | SSB-PriA inh | Mtb UGM inh | MazF activator | GDH-TPI counter | 3CLpro inhibitor | Vc quorum ag | Rv3671c protease | DUSP3 inh | BioA inh | FBA Mtb inh
O=C(O)C1=C(C(=O)N2CCN(C(=O)c3ccco3)CC2)CCCC1 | -26 | -1.9 | -3 | 1 | 0 | -2.9 | -6 | 9 | -1.5 | 0
CSCCC(N=Cc1c(O)n(-c2ccc(F)cc2)c(=O)[nH]c1=O)C(=O)OC(C)(C)C (centres undefined) | 7 | -1.5 | 4 | 1 | 3 | -0.7 | -4 | 8 | . | 1
COc1ccccc1-c1oc2ccccc2c1C#CC1(N)CCCCC1 | 14 | -1.5 | 4 | 7 | . | i | -1 | . | -1.6 | 13
CS(=O)(=O)N1CCC(C(=O)Nc2ccc(F)cc2)CC1 | -12&-17 | -2.7 | 5 | 2 | 2 | -3.8 | -5 | 15 | 8.2 | 3

The list itself, from the start:
SMILES | SSB-PriA inh | Mtb UGM inh | MazF activator | GDH-TPI counter | 3CLpro inhibitor | Vc quorum ag | Rv3671c protease | DUSP3 inh | BioA inh | FBA Mtb inh
O=C(O)C1=C(C(=O)N2CCN(C(=O)c3ccco3)CC2)CCCC1 | -26 | -1.9 | -3 | 1 | 0 | -2.9 | -6 | 9 | -1.5 | 0
CSCCC(N=Cc1c(O)n(-c2ccc(F)cc2)c(=O)[nH]c1=O)C(=O)OC(C)(C)C (centres undefined) | 7 | -1.5 | 4 | 1 | 3 | -0.7 | -4 | 8 | . | 1
COc1ccccc1-c1oc2ccccc2c1C#CC1(N)CCCCC1 | 14 | -1.5 | 4 | 7 | . | i | -1 | . | -1.6 | 13
CS(=O)(=O)N1CCC(C(=O)Nc2ccc(F)cc2)CC1 | -12&-17 | -2.7 | 5 | 2 | 2 | -3.8 | -5 | 15 | 8.2 | 3
CCN(CCCNC(=O)Cn1cc2c(n1)CCCC2)c1cccc(C)c1 | 13 | 0.3 | 6 | 5 | 4 | -0.2 | 8 | 41 | 0.9 | 3
c1ccc(-n2nc3c(ccc4cnnc43)[nH]2)cc1 | -7 | -0.9 | -6 | 27 | -1 | -0.6 | -11 | 25 | -0.7 | 144*
Cc1cc(C)nc(Nc2nc(C)c3cc4c(cc3n2)OCO4)n1 | -9 | -0.1 | 4 | 25 | 1 | i | -7 | -2 | . | 18
O=c1[nH]c(C2CCN(S(=O)(=O)c3cccc(Cl)c3)CC2)nc2c1nnn2Cc1ccccc1 | -2 | . | -11 | -5 | 8 | -0.5 | . | 11 | 1.0 | -1
Cc1cc(OCCOCCN(C)CCO)cc(C)c1Cl | -10 | 0.8 | 7 | 5 | 1 | -0.8 | 2 | 34 | . | 5
FC(F)(F)c1ccccc1N1CC1c1ccncc1 (centres undefined) | -4 | -0.2 | -27 | 7 | 6 | i | 2 | 42 | 0.8 | 2
O=c1c2ccccc2n2c(-c3cccc(F)c3)nnc2n1Cc1ccccc1 | -6 | 0.0 | 5 | 4 | -2 | 3.3 | -2 | 27 | . | 0
COc1ccccc1NC(=O)Oc1ccc(NC(=O)c2ccco2)cc1 | 4 | 1.6 | 0 | -7 | 1 | i | -3 | 15 | -0.2 | 1
CCC(C)[C@H](NS(=O)(=O)c1ccc(C)cc1)C(=O)N1CCC(C(=O)N[C@@H](Cc2ccccc2)C(=O)O)CC1 (some centres undefined) | -7 | 0.1 | 11 | 3 | -3 | i | -5 | -4 | -0.4 | 1
CCOC(=O)[C@@H]1[C@H]2COc3ccc(Br)cc3[C@H]2N2C(=O)N(c3ccc(Cl)cc3)C(=O)[C@]12C | -3 | -1.2 | -4 | -4 | . | -0.4 | -8 | . | 1.8 | -1
COc1ccc(NS(=O)(=O)c2cn(C)cn2)c(OC)c1 | -10 | 1.1 | 3 | 1 | -6 | -1.1 | -5 | 28 | -1.4 | 7
CCOc1ccccc1C1NC(=O)NC(C)=C1C(=O)OC1CCCC1C (centres undefined) | -6 | 3.2 | -6 | -3 | 3 | i | -1 | -10 | -2.0 | -5
COc1ccc(NC(=O)c2ccco2)cc1NC(=O)c1cc2ccccc2o1 | 3 | 1.4 | 15 | 5 | -8 | . | -1 | 48 | -1.7 | -2
CCC(=O)c1ccc(N2CCN(C(=O)c3cccs3)CC2)c(F)c1 | -6 | -0.6 | -1 | 32* | -1 | 2.3 | -1 | -10 | 18 | 2
Cc1cc(C)c(C#N)c(SCc2[nH]nc3c2C(c2ccc(F)cc2)C(C#N)=C(N)O3)n1 (centres undefined) | 12 | 0.9 | -5 | 5 | -4 | i | -4 | 20 | . | 0
CCOC(=O)[C@]12Cc3cc(OC)ccc3[C@H]1N(Cc1ccccc1)C(=O)c1ccccc12 | -8 | . | 5 | 2 | . | 19 | . | . | -2.2 | -3
COC(=O)c1ccccc1NC(=O)Cn1c(=O)oc2ccc(Cl)cc21 | 8 | 1.0 | 1 | -2 | 5 | -0.3 | 5 | 19 | . | 0
Cc1ccc(-n2ncc3c(=O)n(CC#N)cnc32)cc1C | -8 | 1.4 | 3 | -1 | 0 | i | 6 | 11 | 4.8 | -2
O/N=C/c1ccc2cccc(OCc3ccccc3)c2n1 | . | 0.9 | 4 | 3 | 0 | i | -51 | 83 | -1.1 | 22
O=C(NCC1CCCCC1)c1ccc(Cl)nc1 | -21 | -3.4 | 5 | 3 | 2 | -0.3 | 1 | 4 | 1.0 | 4
Cc1ccc(/C=N/NC(=O)c2ccc(-n3cccc3)cc2)o1 | . | -1.6 | -6 | 29 | -6 | 0.0 | . | 13 | -1.2 | -3
CCC/C(=C1/c2ccccc2C(=O)N1c1ccccc1)c1cnc(OC)nc1 | -12 | 1.5 | -5 | 4 | . | -7.1 | -1 | . | 0.2 | 2
Cc1ccc(CNC(=O)Cn2nnc(C(=O)Nc3cc(C)ccc3C)c2N)cc1 | -7 | 2.6 | -27 | -12 | -7 | -11 | 0 | 8 | -2.5 | 0
Cn1cnnc1SCC(=O)NNC(=O)COc1ccc(Cl)cc1 | 7 | 1.3 | 8 | -7 | 3 | i | 8 | 16 | . | -5
Cc1sc(NC(=O)CSc2nnc(COc3ccc(Cl)cc3)n2C)c(C#N)c1C | 3 | 5.8 | -14 | 2 | -3 | -0.4 | -12 | 6 | . | 1
CCOC(=O)c1c(-n2cccc2)sc2c1CCCC2=O | -3 | 1.9 | -2 | 2 | 3 | -0.3 | -17 | 5 | 1.6 | 0
O=C(Nc1ccc(O)c(C(=O)O)c1)c1ccc2c(c1)C(=O)N(CC1CCCO1)C2=O (centres undefined) | -15 | -1.0 | 7 | 12 | -2 | -0.6 | 3 | -4 | -0.7 | -1
CCOC(=O)c1nnn(-c2nonc2N)c1CN1CCCCCC1 | -9 | 0.2 | 5 | 6 | -2 | 6.2 | -4 | -10 | -1.0 | -1
Cc1cccc(NC(=O)c2cccc(C(=O)Nc3cccc(C)c3C)n2)c1C | 0 | -1.1 | 3 | 0 | 0 | -0.8 | 0 | 19 | -1.9 | 0
CC(C)CCNc1nc(N)c([N+](=O)[O-])c(NCCO)n1 | -13 | -0.9 | -17 | 50* | -3 | -0.4 | -1 | 16 | -0.5 | 3
O=C(Nn1c(C2CCCCC2)nc2ccccc2c1=O)c1ccc([N+](=O)[O-])cc1Cl | -6 | -1.5 | -1 | 9 | 0 | -9.1 | -5 | -4 | . | 3
O=C(NN1C(=O)C2C3C=CC(C4CC34)C2C1=O)c1cccc(Cl)c1 (centres undefined) | 0 | -0.5 | 0 | 10 | -1 | -0.4 | -2 | -11 | -0.6 | -1
CCNc1nc(NC(C)C)nc(SCCOC(=O)c2ccccc2)n1 | -36 | -2.5 | 2 | -6 | 4 | i | -1 | -17 | 2.9 | -2
O=C(CCOc1ccccc1)Nc1ccc([N+](=O)[O-])cc1 | -3 | 3.0 | 3 | 8 | -2 | -6.7 | -10 | -6 | 1.0 | 1
COc1cc(/C=N/NC(=O)Cc2csc(N3CCOCC3)n2)cc(OC)c1O | . | -0.6 | -24 | 6 | 2 | i | -4 | 4 | . | 2
CN(CC(=O)NCCc1ccccn1)S(=O)(=O)c1ccc(Cl)cc1 | 28 | 0.9 | -2 | -4 | -2 | -0.3 | 3 | 4 | 1.0 | -2
Cc1ccc(S(=O)(=O)Nc2c(C)nn(C)c2C)c(C)c1 | -2 | -1.4 | 4 | 1 | . | i | -3 | . | . | 2
Cc1cc(C)c2c(N)c(C(=O)NC3CCCC3)sc2n1 | -17 | 0.6 | 11 | 8 | 2 | i | -4 | 11 | 0.7 | 8
COc1ccc(N2CCN(C(=O)COC(=O)c3cnccn3)CC2)cc1 | 2 | -1.0 | 4 | 11 | . | -1.5 | -3 | . | -1.0 | 3
CCCNC(=O)C1(C)CCCN(C(=O)c2cc(F)cc(F)c2)C1 (centres undefined) | . | . | . | 2 | . | i | . | . | -1.2 | -1
Cc1csc(SCC(=O)NCCc2ccc(Cl)cc2)n1 | -1 | -1.1 | -6 | 9 | -1 | -0.4 | -1 | 3 | . | 1
COCCn1nnnc1C(c1ccc(OC)cc1)N1CCC(C)CC1 (centres undefined) | -16 | -1.1 | 1 | 10 | -5 | -0.5 | 0 | 7 | -2.8 | 6
O=C(Nc1ncc(Cc2ccccc2Cl)s1)c1ccc([N+](=O)[O-])cc1 | -10 | 2.0 | 6 | 9 | -1 | 1.0 | 4 | -4 | -1.0 | 0
O=C1NCC2=C1C(c1ccccc1)Nc1ccccc1N2 (centres undefined) | 7 | 1.1 | 2 | 32* | -4 | 8.3 | -3 | 10 | 0.7 | 6
COc1ccc(N(CC(=O)N2CCN(Cc3ccc4c(c3)OCO4)CC2)S(C)(=O)=O)cc1OC | -9 | 0.6 | 6 | -1 | -3 | . | 12 | 22 | -0.1 | -3
CCn1c(SCc2ccccc2)nnc1C1CCN(S(=O)(=O)c2ccc(OC)cc2)CC1 | -17 | 1.5 | 0 | -3 | 3 | i | -4 | 1 | 0.1 | -10
CC(=O)c1ccc(OCc2cc(C(=O)NC(C)CCn3cccn3)no2)cc1 (centres undefined) | 4 | 2.4 | 2 | 1 | -8 | -0.6 | 4 | 4 | 2.1 | -1
N#CC12C(=O)NC(=O)C1(C#N)C21CCCC1 (centres undefined) | -13 | . | 8 | -12 | . | i | . | . | . | 0
O=C(Nc1ccc(C(=O)O)cc1)/C(=C\c1ccc([N+](=O)[O-])cc1)NC(=O)c1ccc(Br)cc1 | 11 | 3.0 | -8 | 21 | 1 | -0.8 | -9 | 14 | . | -4

Four structures already listed, arranged by heavy-atom count, falling.
SMILES | SSB-PriA inh | Mtb UGM inh | MazF activator | GDH-TPI counter | 3CLpro inhibitor | Vc quorum ag | Rv3671c protease | DUSP3 inh | BioA inh | FBA Mtb inh
COc1ccc(N(CC(=O)N2CCN(Cc3ccc4c(c3)OCO4)CC2)S(C)(=O)=O)cc1OC | -9 | 0.6 | 6 | -1 | -3 | . | 12 | 22 | -0.1 | -3
CCN(CCCNC(=O)Cn1cc2c(n1)CCCC2)c1cccc(C)c1 | 13 | 0.3 | 6 | 5 | 4 | -0.2 | 8 | 41 | 0.9 | 3
O=C(CCOc1ccccc1)Nc1ccc([N+](=O)[O-])cc1 | -3 | 3.0 | 3 | 8 | -2 | -6.7 | -10 | -6 | 1.0 | 1
Cc1csc(SCC(=O)NCCc2ccc(Cl)cc2)n1 | -1 | -1.1 | -6 | 9 | -1 | -0.4 | -1 | 3 | . | 1

Two entries picked at random from the list so far, as already listed:
SMILES | SSB-PriA inh | Mtb UGM inh | MazF activator | GDH-TPI counter | 3CLpro inhibitor | Vc quorum ag | Rv3671c protease | DUSP3 inh | BioA inh | FBA Mtb inh
CCOC(=O)c1c(-n2cccc2)sc2c1CCCC2=O | -3 | 1.9 | -2 | 2 | 3 | -0.3 | -17 | 5 | 1.6 | 0
CCC(=O)c1ccc(N2CCN(C(=O)c3cccs3)CC2)c(F)c1 | -6 | -0.6 | -1 | 32* | -1 | 2.3 | -1 | -10 | 18 | 2

Screening results deposited in PubChem by several laboratories.

Only part of the results is shown. The share of hits here may be higher or lower than overall.
